EPAC1 ag – EPAC1 (human) agonism; O95398; EPAC1 agonist qHTS, biochemical assay; response scale: 100% = response to 6.5 mM cAMP; Potency, µM (top dose mostly 154 µM), without a hit: top-dose activation, most hits filed as activators; 360,000 compounds, 0.073% hits; note: potency is the fitted concentration of half-maximal effect; nearly all actives have a fitted effect of over 60% in size
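Compounds were pinned as a concentration titration into mixtures of EPAC1 (100 nM), BODIPY-GDP-loaded Rap1B (250 nM) and GDP (50 uM). After 5 min at room temperature, fluorescence was followed for 30 min; activity was scaled to 6.5 mM cAMP.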
EPAC2 ag – EPAC2 (human) agonism. EPAC2 activation, biochemical qHTS; response scale: 100% = 6.5 mM cAMP response. Potency, µM (highest dose often 154 µM), without a hit: at the top dose activation, hits mostly activators. 360,000 compounds, 0.079% hits; note: potency is the fitted concentration of half-maximal effect; nearly all actives have a fitted effect of over 50% in size
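Each well held 100 nM EPAC2, 250 nM RAP1B-BODIPY-GDP and 50 uM GDP. Fluorescence, read at 5-min intervals to 30 min, was referenced to a 6.5 mM cAMP positive control.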
PLK1 PBD inh – inhibitors of human PLK1 polo-box domain binding; P53350; Plk1 PBD binding of FITC phosphopeptide, fluorescence polarization; Potency, µM, without a hit: max response, negative = inhibition, actives largely listed as inhibitors; 360,000 compounds, 2.8% hits; AID 720504; note: potency is the fitted concentration of half-maximal effect; series mostly up to about 57 µM; % is set by controls: 0 for no effect and ±100 for the full control effect; nearly all actives have a fitted effect of over 65% in size
IL-2 act – activators of IL-2. IL-2 activation reporter assay, cell-based qHTS; stimulated with anti-CD3/CD4/CD28 beads; in transgenic mouse T cells. activation, % (series mostly up to about 46 µM). 360,000 compounds, 0.065% hits. AID 652025; in the data active = activation above about 50%; inconclusive = mostly about 30% to 49%; note: 0% is about no effect
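Unstimulated transgenic mouse T cells, 750 per well, received compound and, after 60 minutes, anti-CD3/anti-CD4 bead plus anti-CD28 stimulation. EGFP and DsRed were quantified after 18 hours.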
EPAC1 antagonist – blocks human EPAC1 exchange factor; O95398; EPAC1 GEF assay, Rap1b-BODIPY-GDP exchange fluorescence; Potency, µM (titrated, usually from 115 µM), inactives show at the highest dose activity change, negative = inhibition, hits mostly inhibitors; 360,000 compounds, 0.14% hits; AID 720709;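 note: potency is the fitted concentration of half-maximal effect; plate controls were vehicle for no effect and positive control for full effect; nearly all actives have a fitted effect of over 50% in size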
WRN helicase inh – blocks human WRN helicase; WRN helicase unwinding, fluorescent forked duplex, kinetic; Q14191; Potency, µM (top dose mostly 114 µM), inactives show at the highest dose activity change, negative = inhibition, hits mostly inhibitors; AID 651768; 360,000 compounds, 0.46% hits; note: potency is the fitted concentration of half-maximal effect; % is set by controls: 0 for no effect and ±100 for the full control effect; nearly all actives have a fitted effect of over 55% in size
Target sequence (Q14191 whole entry, looked up): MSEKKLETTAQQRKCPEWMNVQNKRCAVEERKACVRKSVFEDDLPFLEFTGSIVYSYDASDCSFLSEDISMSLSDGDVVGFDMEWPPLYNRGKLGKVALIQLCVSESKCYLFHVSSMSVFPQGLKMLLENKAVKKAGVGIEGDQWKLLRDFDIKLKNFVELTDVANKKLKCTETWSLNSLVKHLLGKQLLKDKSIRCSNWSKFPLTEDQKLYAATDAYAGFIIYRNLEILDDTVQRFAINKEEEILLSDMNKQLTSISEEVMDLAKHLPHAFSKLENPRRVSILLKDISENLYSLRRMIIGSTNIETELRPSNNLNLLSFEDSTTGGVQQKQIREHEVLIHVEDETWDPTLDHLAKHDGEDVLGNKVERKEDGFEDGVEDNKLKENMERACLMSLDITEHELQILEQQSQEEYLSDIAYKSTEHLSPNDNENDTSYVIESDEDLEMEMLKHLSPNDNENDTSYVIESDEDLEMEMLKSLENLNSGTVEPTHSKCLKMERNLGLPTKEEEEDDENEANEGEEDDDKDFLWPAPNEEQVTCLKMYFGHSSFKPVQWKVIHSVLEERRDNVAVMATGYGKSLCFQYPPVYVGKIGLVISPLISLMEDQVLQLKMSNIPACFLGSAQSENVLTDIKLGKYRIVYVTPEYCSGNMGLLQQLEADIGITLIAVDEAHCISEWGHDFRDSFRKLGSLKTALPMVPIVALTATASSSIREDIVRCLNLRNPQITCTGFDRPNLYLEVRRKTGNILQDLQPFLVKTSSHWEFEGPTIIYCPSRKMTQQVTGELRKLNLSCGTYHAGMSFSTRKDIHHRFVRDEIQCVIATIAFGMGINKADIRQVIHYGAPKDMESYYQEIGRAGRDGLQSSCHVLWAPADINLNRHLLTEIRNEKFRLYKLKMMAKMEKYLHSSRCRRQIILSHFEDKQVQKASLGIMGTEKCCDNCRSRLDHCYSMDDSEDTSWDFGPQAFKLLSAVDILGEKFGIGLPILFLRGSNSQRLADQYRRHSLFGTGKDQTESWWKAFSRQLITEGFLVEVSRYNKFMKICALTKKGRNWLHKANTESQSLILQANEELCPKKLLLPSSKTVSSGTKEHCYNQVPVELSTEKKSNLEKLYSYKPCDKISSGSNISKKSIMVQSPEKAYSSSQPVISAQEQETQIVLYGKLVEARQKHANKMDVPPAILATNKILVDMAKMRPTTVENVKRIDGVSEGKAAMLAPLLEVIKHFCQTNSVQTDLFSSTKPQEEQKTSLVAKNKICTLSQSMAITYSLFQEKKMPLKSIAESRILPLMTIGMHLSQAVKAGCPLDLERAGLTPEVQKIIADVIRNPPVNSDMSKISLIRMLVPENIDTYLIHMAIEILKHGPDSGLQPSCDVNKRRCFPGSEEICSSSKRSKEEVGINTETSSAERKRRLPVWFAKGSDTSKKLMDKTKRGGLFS
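Kinetic fluorescence helicase assay: unwinding of a quenched forked DNA duplex (100 nM final) with 2 mM ATP final raises red fluorescence (525/598 nm). Compounds sat 15 min at room temperature with 20 nM WRN beforehand.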
PI5P4K alpha inh – inhibitors of human PI5P4K alpha | P48426 | 330,000 compounds, 1.2% hits | max response, % | PI5P4Kalpha enzyme, ADP-Glo luminescence, 60 min; hits give low values; active = max response of -50% or lower; inconclusive = between -30% and -50%; inactive = -30% or higher; note: value at the top dose of about 77 µM; % is set by controls: 0 for no effect and ±100 for the full control effect
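Reactions run in 0.038 M HEPES pH 7.4, 0.28 mM EGTA, 0.1% CHAPS and 5% DMSO, with PI5P4Kalpha, substrate, compound and 5 microM ATP final, one hour at room temperature. Readout is ADP-Glo luminescence.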
CCT chaperon mod – cytosolic chaperonin activity modulation; purified chaperonin ATPase assay, HTRF ADP detection, 30 min; AID 651819; 360,000 compounds, 0.3% hits; activity change, % (test concentration not listed), hits read low; in the data active = activity change below about -30%; note: % is set by controls: 0 for no effect and ±100 for the full control effect
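Nucleotide hydrolysis assay: TRiC at 20–40 nM final (set by batch activity) with 10 uM ATP, 30 min at 37 °C, in presence of 76 uM compound. Detection by competitive ADP HTRF, 30 min ambient.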
* = called active by the depositor; ? = inconclusive; / = not tested or not shown; [ ] = dose if it differs, or a comment. Unless noted, calls come from the whole dose curve; as a rule, active = well fitted curve in the direction sought with a large enough effect; inconclusive = small, poorly fitted or top-dose-only effect, or another doubt; inactive = no such curve, though single readings can be large; an effect the other way counts as inactive or inconclusive. Not all compounds are listed (hit frequency here may not be typical).

Order of values – EPAC1 ag	EPAC2 ag	PLK1 PBD inh	IL-2 act	EPAC1 antagonist	WRN helicase inh	PI5P4K alpha inh	CCT chaperon mod
1. CC1(Cc2cccc(C(F)(F)F)c2)C(=O)Nc2c(Cl)ccc(Cl)c21 (stereo unspecified)
  -22%	-5%	1%	-0.3	-9%	-8%	7	-0.9
2. O=C(Nc1ccc(NC(=O)c2cccs2)cc1)c1ccc(Br)o1
  -4%	-2%	-4%	1.6	1%	?	2	0.9
3. CC1CCN(C(=S)SCc2nc(N)nc(Nc3ccccc3)n2)CC1
  6%	13%	-2%	4.7	-18%	-7%	8	-2.5
4. CC(CNC(=O)Cn1cnc2c(OCc3ccccc3)ncnc21)c1ccccc1 (stereo unspecified)
  -4%	-1%	-9%	-0.5	-14%	-2%	2	-1.4
5. CC1CN(C(=O)COc2ccc3c(-c4ccccc4)cc(=O)oc3c2)CC(C)O1 (stereo unspecified)
  14%	14%	-15%	1.1	-11%	6%	2	0.1
6. CCC1CN(C(=O)NCc2ccc(C)cc2)c2cc(C)ccc2O1 (stereo unspecified)
  -2%	17%	4%	-2.3	-15%	-4%	-4	-1.6
7. O=C(O)CCSc1nnc(COc2cccc3ccccc23)n1-c1cccc(Cl)c1
  3%	7%	-15%	-1.9	-14%	6%	0	1.0
8. N#Cc1ccccc1OCC(=O)N(C1CCCCC1)C1CCS(=O)(=O)C1 (stereo unspecified)
  2%	10%	-5%	-3.6	5%	-2%	-5	-1.3
9. CCOC(=O)c1cc2sccc2n1CC(=O)N1CCCC1
  6%	8%	2%	3.2	-8%	-9%	/	-5.3
10. Nc1ncnc2c1ncn2[C@@H]1O[C@H](CNC(=O)OC[C@@H](N)Cc2ccccc2)[C@@H](O)[C@H]1O
  -15%	12%	-9%	0.5	-21%	1%	-9	-0.7
11. COc1ccc(OCC(O)Cn2c(=N)n(Cc3ccccc3)c3ccccc32)cc1 (stereo unspecified)
  -7%	4%	-11%	-0.1	-16%	2%	/	-1.8
12. O=C(NC1CCCCC1)c1ccc2ccccc2c1O
  -7%	5%	3%	-2.9	-5%	0%	-3	1.7
13. O=C(Cn1c(=O)n(-c2cccc(C(F)(F)F)c2)c(=O)c2sccc21)NCC1CCCO1 (stereo unspecified)
  0%	7%	?	0.3	7%	-1%	-12	-1.7
14. CCOC(=O)N1CCN(C(=O)c2cc(OCC)c(OCC)c(OCC)c2)CC1
  2%	4%	-3%	0.7	20%	-3%	-1	-0.9
15. COc1cc(S(=O)(=O)N2CCOCC2)ccc1NC(=O)COc1ccc(N(C)S(=O)(=O)c2ccc(C)cc2)cc1
  -4%	0%	-2%	-1.9	9%	-6%	-8	-0.6
16. COc1ccc2c(Cl)c(-c3nnc(SCC(N)=O)n3C)sc2c1
  -7%	4%	1%	-1.4	-8%	-2%	4	0.0
17. Cn1c2ccccc2c2cc(/C=N/NC(=O)c3ccc(N)cc3)ccc21
  -6%	14%	0%	1.3	-7%	-4%	-6	-0.8
18. O=C(NNS(=O)(=O)c1ccccc1)c1cccs1
  6%	2%	-2%	-6.1	-5%	6%	12	-0.6
19. Cc1ccc(-n2nnnc2SCC(=O)Nc2sccc2C#N)cc1
  1%	3%	-10%	0.8	-3%	-9%	?	-4.0
20. CC(=O)C1C(c2ccc(F)cc2)C2C(C)=NN=C2CC1(C)O (stereo unspecified)
  3%	-15%	-5%	1.4	18%	-6%	-4	-0.8
21. N#CCCN(Cc1cccs1)C(=O)Nc1ccccc1
  11%	5%	1%	-2.2	-1%	-2%	10	-4.1
22. Cc1ccc(C(=O)Nc2ccccc2C(=O)NCc2ccco2)cc1
  -9%	4%	-4%	-4.9	-3%	-22%	19	-3.4
23. COc1ccc(/C=C/c2onc(C)c2S(=O)(=O)N2CCC(C(=O)N3CCCCCC3)CC2)cc1
  -2%	21%	-10%	-3.9	-29%	-3%	-9	-0.2
24. Cc1ccc(-n2ncc3c(=O)[nH]c(SC(C)C)nc32)cc1
  -6%	-4%	3%	0.4	15%	1%	0	0.9
25. O=C(CSc1nnc(-c2ccccc2Br)o1)N1CCc2ccccc2C1
  2%	-1%	-6%	1.5	3%	-12%[57.1 µM]	/	-0.7
26. CCCCCN(C(=O)COC(=O)CSc1ccc([N+](=O)[O-])cc1)c1c(N)n(CCCC)c(=O)[nH]c1=O
  -25%	-16%	-20%	7.6	-9%	13%	-5	0.8
27. COc1cc(/C=C/CNC[C@H]2O[C@@H](n3cnc4c(N)ncnc43)[C@H](O)[C@@H]2O)ccc1O
  7%	8%	-8%	-0.8	0%	-7%	-4	1.6
28. O=C(NCCc1ccccc1)[C@@H]1CC=C[C@@H]2CCN(Cc3ccc(Cl)c(Cl)c3)C(=O)[C@@H]21
  1%	12%	-10%	0.0	-11%	-2%	5	-0.1
29. COc1ccc(N(CC(O)Cn2c(C)nc3ccccc32)S(=O)(=O)c2ccccc2)cc1 (stereo unspecified)
  -8%	4%	1%	-2.3	5%	-13%	7	-0.3
30. O=c1[nH][nH]c(-c2ccccc2)c1C=Nc1ccc(OC(F)(F)F)cc1
  -9%	-3%	-1%	-1.5	-21%	-5%	1	-0.1
31. CC(=O)Nc1ccc(O)cc1[N+](=O)[O-]
  -1%	7%	?	0.2	?	-2%	-17	-0.7
32. CCOc1ccc(N(CC(=O)NC2CCCCCC2)S(=O)(=O)c2c(C)[nH]c(=O)[nH]c2=O)cc1
  -6%	-4%	-12%	-1.3	-21%	-11%	4	-0.2
33. CCCC1C(=O)N2C(N(C)C)=Nc3ccc(C)cc3N2C1=O (stereo unspecified)
  -14%	5%	-9%	0.7	0%	2%	-5	-2.4
34. CCc1cc2cccc(C)c2nc1SCC(=O)c1ccc(NC(C)=O)cc1
  6%	20%	-4%	-2.1	-10%	-7%	/	0.5
35. O=C(NCc1ccccn1)C(=O)NCc1ccccn1
  -1%	3%	-1%	-0.3	11%	0%	-3	-0.3
36. O=C(NC(Cc1ccccc1)C(=O)O)/C(=C/c1ccc(F)cc1)NC(=O)c1ccccc1 (stereo unspecified)
  -6%	6%	-8%	0.4	-5%	4%	5	-2.7
37. COc1ccc(Cl)cc1CNC[C@H]1O[C@@H](n2ccc(N)nc2=O)[C@H](O)[C@@H]1O
  4%	9%	-4%	-0.1	7%	4%	-3	-1.4
38. O=C(CN1CC(=O)Oc2ccccc21)OCC(=O)c1cccc(Br)c1
  4%	3%	-10%	-0.1	-1%	3%	-18	-0.2
39. O=C(Nc1ccc2c(c1)CCCN2C(=O)c1cccs1)c1c(F)cccc1F
  -5%	6%	-3%	-3.8	?	-9%	-2	0.1
40. CN(CC(=O)Nc1cccc(Cl)c1)S(=O)(=O)c1ccc2[nH]c(=O)oc2c1
  7%	0%	2%	0.8	-21%	-7%	3	-0.7
41. CN(/N=C/c1ccccc1Cl)c1ncc(Cl)cc1C(F)(F)F
  12%	13%	-12%	0.7	13%	-2%	13	-2.2
42. CCc1cccc2c(N=O)c(O)[nH]c12
  11%	9%	-10%	-1.7	-19%	-5%	-3	-0.7
43. Cc1cc(C)n(CC(=O)NC2CCCCC2C)c(=O)c1C#N (stereo unspecified)
  9%	7%	2%	0.0	-6%	3%	-1	1.1
44. CC(=O)NC(CC(=O)O)C(=O)O (stereo unspecified)
  -13%	3%	7%	1.7	-3%	2%	0	-1.3
45. CC(Nc1cc(N2CCOCC2)ccc1[N+](=O)[O-])c1ccccc1 (stereo unspecified)
  -6%	-11%	1%	-2.0	18%	0%	1	1.7
46. CCOc1ccc(NC(=O)CSc2nc(C)c3c(c2C#N)CCCC3)cc1
  5%	8%	-10%	-2.4	7%	4%	/	-1.6
47. COc1ccc(/C=c2\sc3nc(-c4ccccc4)c(-c4ccccc4)n3c2=O)cc1OC
  6%	-4%	-27%	?	-1%	-4%	-18	-0.9
48. Cc1cc(F)ccc1S(=O)(=O)Nc1ccc(C(=O)N(C)Cc2ccco2)cc1
  -4%	-3%	-1%	0.9	-4%	-1%	2	0.2
49. CCS(=O)(=O)NCC(c1cccnc1)N1CCN(c2ccccc2)CC1 (stereo unspecified)
  -11%	4%	-12%	-1.8	?	-11%	2	-0.3
50. CCS(=O)(=O)c1ccc2oc(Nc3ccccc3C)nc2c1
  -4%	-6%	-7%	5.0	9%	3%	-2	0.1
51. Cc1cccc(OCCn2c(NC(=O)c3ccco3)nc3ccccc32)c1
  7%	5%	-4%	0.0	-18%	-2%	/	-0.3
52. COc1cccc(N(CC(=O)N2CCOCC2)S(C)(=O)=O)c1
  1%	9%	-15%	0.4	2%	-3%	3	-0.9
53. CCCNC(=O)c1cc(-c2ccc3c(c2)OCO3)on1
  -7%	4%	-1%	-0.7	13%	9%	-1	1.1
54. Cc1cccc(S(=O)(=O)NC(=O)C2(C)CCN2C(=O)c2ccccc2)c1 (stereo unspecified)
  13%	7%	-3%	0.5	0%	1%	2	0.0
55. Cc1ccc(S(=O)(=O)N2CCC(C(=O)N3CCN(Cc4ccccc4)CC3)CC2)cc1
  3%	1%	-17%	-2.6	-20%	0%	1	-0.2
56. OC(COC(c1ccccc1)c1ccccc1)CN1CCN(c2ccccn2)CC1 (stereo unspecified)
  9%	14%	-15%	-1.7	-10%	6%	1	-6.7
57. COc1ccccc1/C=C/c1nc(S(=O)(=O)c2ccccc2)c(NCCN(C)C)o1
  -7%	10%	30µM*	-4.1	10%	-10%	-16	-1.4
58. O=S(=O)(c1ccc(Cl)cc1)N1CCN2CCCC2C1 (stereo unspecified)
  -10%	-4%	0%	-0.3	6%	5%	-2	0.8
59. O=C(NCc1cccs1)c1noc2c1CCCCC2
  10%	15%	-15%	0.7	2%	9%	/	-2.2
60. CCC(=O)Nc1ccc(C(=O)NNC(=O)c2ccc(C)cc2)cc1
  -2%	-1%	-3%	-0.1	-13%	3%	-1	-0.8
61. CC(C)(C)c1ccc(C(=O)NNC(=S)NCc2ccco2)cc1
  4%	5%	-15%	0.9	8%	0%	-1	0.5

Profiles as entered above. Values in the order: EPAC1 ag, EPAC2 ag, PLK1 PBD inh, IL-2 act, EPAC1 antagonist, WRN helicase inh, PI5P4K alpha inh, CCT chaperon mod
CCS(=O)(=O)c1ccc2oc(Nc3ccccc3C)nc2c1 across the screens: -4%, -6%, -7%, 5.0, 9%, 3%, -2, 0.1
CC(=O)C1C(c2ccc(F)cc2)C2C(C)=NN=C2CC1(C)O (stereo unspecified) across the screens: 3%, -15%, -5%, 1.4, 18%, -6%, -4, -0.8
